KB-3-1 tox: kills parental KB-3-1 adenocarcinoma cells | KB-3-1 viability, CellTiter-Glo ATP luminescence, 72 h | Potency, µM (titrated, usually from 46.1 µM), inactives show at the highest dose activity change, negative = cytotoxic, most hits filed as cytotoxic | 400,000 tested, 1.4% active; also: potency is read from the fitted curve at half-maximal effect; % is scaled to controls: 0 for no effect and ±100 for the full control effect; nearly all actives have a fitted effect of over 60% in size
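KB-3-1 parental drug-naive adenocarcinoma cells in DMEM/10% FBS, incubated 72 h at 37 C with pin-transferred compounds across a concentration series. Viability by CellTiter-Glo luminescence; concentration-response curves fitted after normalization.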
HT1080 IDH1KD tx: toxicity to HT-1080 IDH1 knockdown cells (counter line). HT-1080 IDH1 knockdown viability, ATP luminescence, 48 h. 360,000 tested, 2% active. Potency, µM (doses to about 46.1 µM), inactives show top-dose activity, negative = toxicity, actives largely listed as cytotoxic;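 also: potency is read from the fitted curve at half-maximal effect; 0% = DMSO wells and -100% = cell-free medium wells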
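Luminescent ATP read-out (CellTiter-Glo, 10 min at room temperature) after 48 h compound exposure at 37 °C gave viability of IDH1-knockdown HT-1080 cells. Activity was normalised to DMSO and cell-free wells, then fitted as concentration-response curves.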
HT1080-NT tox: kills 2HG-producing HT-1080-NT fibrosarcoma cells. HT-1080-NT fibrosarcoma viability, CellTiter-Glo ATP luminescence, 48 h. AID 686970. Potency, µM (series often up to 46.1 µM), inactives show at the highest dose activity, negative = less viability, usual class: cytotoxic. 360,000 tested, 1.6% active;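 also: NT is the 2HG producing partner of a matched IDH1 knockdown line; potency is read from the fitted curve at half-maximal effect; 0% = DMSO-treated cells and -100% = media-only wells without cells; nearly all actives have a fitted effect of over 55% in size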
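Luminescent CellTiter-Glo readout after 48 hours of compound exposure at 37 degrees C defined viability of HT-1080-NT cells. Activity was normalized to DMSO wells and cell-free media wells; concentration-response curves were fitted and assigned curve classes.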
KB-V1 MDR tox: kills drug-selected multidrug resistant KB-V1 cells; KB-V1 MDR cells viability, CellTiter-Glo, 72 h; Potency, µM (highest dose often 46.1 µM), inactives show at the highest dose activity change, negative = cytotoxicity, most hits filed as cytotoxic; 400,000 tested, 3.4% active; AID 1347076; also: potency is read from the fitted curve at half-maximal effect; % is scaled to controls: 0 for no effect and ±100 for the full control effect; nearly all actives have a fitted effect of over 60% in size
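Cytotoxicity toward P-gp-expressing KB-V1 cells was determined as loss of CellTiter-Glo luminescence after 72 h at 37 degrees C. Compounds were tested in quantitative HTS format across a concentration range, with curves fitted to normalized data.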
DRD3 antagonist: blocks the human D3 dopamine receptor | P35462 | D3R cells, DiscoveRx beta-arrestin luminescence, antagonist mode; stronger effect = lower value | max response, negative = inhibition, % | 360,000 tested, 2.5% active; in the data active = max response below about -50%; inconclusive = no clear call, values can overlap the other calls; also: % is scaled to controls: 0 for no effect and ±100 for the full control effect; mostly tested at two doses, the higher about 12 µM
Target sequence (P35462 whole entry, looked up): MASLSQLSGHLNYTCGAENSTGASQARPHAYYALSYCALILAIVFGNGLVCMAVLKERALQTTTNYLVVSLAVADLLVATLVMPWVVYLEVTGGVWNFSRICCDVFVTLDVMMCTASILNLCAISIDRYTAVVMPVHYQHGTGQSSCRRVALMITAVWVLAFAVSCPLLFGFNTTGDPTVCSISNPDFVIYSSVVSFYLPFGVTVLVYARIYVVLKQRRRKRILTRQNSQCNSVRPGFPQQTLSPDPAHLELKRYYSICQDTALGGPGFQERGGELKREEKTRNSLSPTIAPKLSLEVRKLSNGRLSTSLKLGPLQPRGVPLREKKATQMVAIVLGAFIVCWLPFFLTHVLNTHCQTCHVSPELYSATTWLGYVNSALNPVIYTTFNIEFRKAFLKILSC
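Cells plated overnight at 1500 cells/well, then exposed to library compounds with dopamine controls for 90 minutes at 37 degrees C. DiscoveRx reagent added for 30–60 minutes at room temperature; luminescence read, quantitative HTS format.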
GLP1R ag: agonists of human GLP-1 receptor; P43220; HEK293 GLP-1R CRE-luciferase, luminescence, 4-6 h; cells express a hypersensitive GLP-1R form; Potency, µM (highest dose often 45.6 µM), for the others: top-dose activation, hits mostly activators; 380,000 tested, 0.007% active; also: potency is read from the fitted curve at half-maximal effect; % of control where 0% means no effect
Target sequence (P43220 whole entry, looked up): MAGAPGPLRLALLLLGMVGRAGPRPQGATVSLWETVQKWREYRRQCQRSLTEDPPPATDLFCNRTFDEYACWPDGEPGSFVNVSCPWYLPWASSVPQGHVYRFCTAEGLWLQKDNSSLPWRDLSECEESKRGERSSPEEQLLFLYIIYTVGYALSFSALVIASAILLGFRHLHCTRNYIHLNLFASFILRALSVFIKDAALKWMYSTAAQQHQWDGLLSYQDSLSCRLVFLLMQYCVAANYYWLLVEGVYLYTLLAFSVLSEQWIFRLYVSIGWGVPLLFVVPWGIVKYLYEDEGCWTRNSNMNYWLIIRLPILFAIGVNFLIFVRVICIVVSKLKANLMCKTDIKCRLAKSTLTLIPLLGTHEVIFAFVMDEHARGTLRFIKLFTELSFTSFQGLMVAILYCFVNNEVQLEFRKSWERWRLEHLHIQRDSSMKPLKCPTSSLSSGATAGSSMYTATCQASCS
IL-1B inflam inh: blocks inflammasome-driven IL-1 beta release | activity change, % at 57.5 µM | THP-1 LPS/ATP IL-1B secretion, AlphaLISA, 16 h; stronger effect = lower value | 360,000 tested, 4.7% active; in the data active = activity change below about -50%; inconclusive = mostly about -30% to -49%; also: % is scaled to controls: 0 for no effect and ±100 for the full control effect
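THP-1 cells pretreated 1 hr with compounds (up to 57.5 uM final), then stimulated with LPS (250 ng/mL final) plus ATP (1.25 mM final); secreted IL-1B measured by AlphaLISA after 16 hr, decreased signal indicating inhibition.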
D3 ag: D3 dopamine receptor (human) agonism. D3R DiscoveRx beta-arrestin cells, luminescence, 90 min. max activation, %. 410,000 tested, 0.58% active. AID 652048; in the data active = max activation above about 30%; also: 0% is about no effect; mostly tested at two doses, the higher about 12 µM
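Agonist-mode cell screen: cells plated at 1500/well and incubated overnight at 37 °C, then exposed to library compounds for 90 min at 37 °C. Detection reagent was added for 30–60 min at room temperature, and luminescence was read.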
SW480 rerep: inducers of DNA re-replication in SW480 colon cancer cells; SW480 DNA re-replication, Hoechst DNA content imaging, 48 h; Potency, µM (series often up to 46.1 µM), without a hit: at the highest dose re-replication activation, hits mostly activators; 340,000 tested, 1.8% active; also: potency is read from the fitted curve at half-maximal effect; % of control where 0% means no effect; nearly all actives have a fitted effect of over 55% in size
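DNA re-replication was detected as more nuclei of elevated Hoechst intensity after 48 hr exposure to compound (23 nL pinned per well of 250 cells).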
* marks the source's active call; other numbers are inactive results; ? = inconclusive; nt = no result given; & = joins results of further samples; ! = not confirmed by another sample; [ ] = another dose, or the depositor's remark. Unless noted, calls follow the shape of the dose curve; as a rule, active = well fitted curve in the direction sought with a large enough effect; inconclusive = small, poorly fitted or top-dose-only effect, or another doubt; inactive = no such curve, though single readings can be large; an effect the other way counts as inactive or inconclusive.

Screens in order – KB-3-1 tox	HT1080 IDH1KD tx	HT1080-NT tox	KB-V1 MDR tox	DRD3 antagonist	GLP1R ag	IL-1B inflam inh	D3 ag	SW480 rerep
> CC1=Nc2ccccc2/C1=C\c1nc(-c2ccc(C(F)(F)F)cc2)oc1O
→ 8.8%	-2.2%	2.6%	-4.7%	-21.3	-14.9%	0.0	-15.0	?
> O=C(C1CCCC1)N1CCC(CC2CC(c3ccc(Cl)cc3)=NO2)(C(=O)NCC2CCCCC2)CC1 (stereo not drawn)
→ 0.0%	-6.2%	2.9%	-9.8%	-16.2	0.2%	-29.2	-24.2	-8.8%
> Cc1cc(C)cc(N(CCC#N)C(=O)COC(=O)Cn2[nH]c(=O)c3ccccc3c2=O)c1
→ 3.2%	0.4%	-8.5%	55.0%	-2.0	-0.2%	24.4	0.3	-2.1%
> O=C(CN1C(=O)NC2(CCCC2)C1=O)Nc1ccccc1
→ 3.9%	13.3%	-2.2%	18.7%	-0.1	1.5%	7.5	3.1	2.6%
> CC(/C=C/c1ccccc1)=N\NC(=O)c1cc(C)[nH]n1
→ 7.7%	4.8%	1.6%	15.5%	0.6	5.3%	20.4	1.7	-0.9%
> Cc1ccccc1Nc1nnc(SCC(=O)NC2CCCc3ccccc32)s1 (stereo not drawn)
→ 4.5%	13.1%	9.1%	?	5.1	-0.2%	-0.6	5.1	7.9%
> Cc1cccc(N2C(=O)CC(N3CCN(Cc4ccc5c(c4)OCO5)CC3)C2=O)c1 (stereo not drawn)
→ -18.1%	-0.1%	1.1%	3.0%	-21.6	0.9%	4.2	-3.8	0.9%
> CC(C)C[C@@H](CO)N1CCN(Cc2ccc([N+](=O)[O-])cc2)CCC1=O
→ 4.2%&1.4%	7.9%	12.3%	-2.3%&-27.1%	5.5	-4.8%	2.8	13.2	-9.1%
> CCCn1c(N)c(C(=O)COC(=O)COc2ccc(Cl)c(C)c2)c(=O)n(C)c1=O
→ -1.4%	12.8%	17.7%	8.9%	61.5	-2.2%	8.1	4.1	0.7%
> C=CCN=C1SC(C)(C)C(=O)N1S(=O)(=O)c1ccc(C)cc1
→ 5.9%	8.7%	11.2%	0.0%	12.0	15.0%	28.8	0.7	-49.4%[inhibitor]

(continued)
Screens in order – KB-3-1 tox	HT1080 IDH1KD tx	HT1080-NT tox	KB-V1 MDR tox	DRD3 antagonist	GLP1R ag	IL-1B inflam inh	D3 ag	SW480 rerep
> CC(C)OC(=O)CC(=O)CSc1nc2c(c(-c3cccs3)c1C#N)CCC2
→ 11.7%	-0.8%	-4.3%	0.0%	16.2	25.4%	11.3	2.2	17.1%
> COc1cccc(NC(=O)CN2CCN(CC(=O)Nc3ccccc3Cl)CC2)c1
→ -27.0%	0.1%	5.1%	-17.7%	2.2	8.3%	?	0.4	-3.2%
> Cc1c(Cl)cccc1NC(=O)c1cc(S(=O)(=O)N2CCCCC2)cn1C
→ -2.0%	nt	nt	5.1%	nt	-6.2%	nt	-4.1	nt
> CCOC(=O)c1ccc(NC(=O)CSCc2ccco2)cc1
→ 8.2%	?	-18.2%	-29.2%	-9.3	1.7%	-14.2	-10.7	12.2%
> O=c1c2c3c(sc2ncn1Cc1ccc(F)cc1)CCC3
→ 13.0%	-5.5%	-10.0%	-16.0%	17.5	7.1%	4.4	0.8	0.6%
> Cc1cccc(NS(=O)(=O)c2cccc(C(=O)N3CCN(C/C=C/c4ccccc4)CC3)c2)c1
→ 2.4%	-15.7%	-12.0%	9.8%	-6.2	-2.9%	-54.3*	22.7	3.0%
> COc1cc(CNc2ccccc2SC)ccc1O
→ -6.9%	7.9%	1.3%	-17.5%	-18.2	-0.1%	1.1	-6.1	-0.7%
> Cn1ccnc1SCC(=O)Nc1ccc(SC(F)F)cc1
→ -0.9%	7.1%	21.8%	12.4%	8.0	12.2%	-20.1	-0.1	-4.1%
> CCCS(=O)(=O)NC(=O)C1(C)CCCN(C(=O)c2ccccc2Br)C1 (stereo not drawn)
→ 0.0%	-0.5%	22.6%	3.1%	14.6	-6.6%	15.6	8.4	nt
> CCN(CC)C(=O)C1=C(C)N(Cc2ccc(F)cc2)C(=O)C(CC(=O)NCCc2ccccn2)C1 (stereo not drawn)
→ -1.1%	4.3%	2.8%	1.5%	-14.2	0.5%	22.1	-2.4	nt

Going on with the list.
Screens in order – KB-3-1 tox	HT1080 IDH1KD tx	HT1080-NT tox	KB-V1 MDR tox	DRD3 antagonist	GLP1R ag	IL-1B inflam inh	D3 ag	SW480 rerep
> N#Cc1ccccc1S(=O)(=O)N1CCN(c2nc(-c3cccs3)nc3ccccc23)CC1
→ 5.5%	14.5%	13.9%	-9.8%	nt	nt	nt	nt	nt
> Cc1c(NC(=O)c2cccc(-c3cc4ccccc4oc3=O)c2)cccc1-c1nc2ncccc2o1
→ -6.4%	-23.8%	-23.7%	-19.4%	39.9	-1.5%	30.6	5.6	-3.8%
> Cc1c(C(=O)Nc2nnc(C(F)(F)F)s2)oc2ccccc12
→ -22.3%	-1.7%	-13.8%	18.4µM*	32.1	1.0%	-8.3	0.6	17.4%
> Cn1cc(C(=O)c2ccc(Cl)cc2)cc1-c1nc2ccccc2n1C
→ -17.8%	?	?	13µM*	23.6	13.4%	-72.0*	4.3	6.6%
> Nc1cc2nc3ccccc3oc-2cc1=O
→ ?	?	?	-21.9%	?	8.9%	4.0	-8.9	?
> CC1(C)CC(NC(=O)COc2ccc3ccccc3c2)CC(C)(C)N1
→ -0.4%	-5.7%	-7.4%	10.7%	12.5	-7.7%	-6.3	1.7	-3.5%
> Cc1ccc(F)cc1NS(=O)(=O)c1ccc(Cl)s1
→ -24.4%	-5.5%	-3.0%	-26.5%	6.1	-4.8%	20.9	0.8	-19.4%
> Cc1ccc(-c2c(C(=O)NCc3ccc(F)cc3)oc(=O)c3ccccc23)cc1
→ -1.8%&-3.9%	-2.8%	-2.1%	16.4µM*!	4.4	-6.5%&5.0%	?	5.1&3.0	0.2%
> COc1ccc(-n2cc(C(=O)O)c3ccccc3c2=O)cc1
→ 0.6%	-1.7%	-10.0%	-2.3%	13.7	-1.9%	8.0	-1.5	15.4%
> COc1ccc(CCN2C(=O)C3CC(C)=C(C)CC3C2=O)cc1OC (stereo not drawn)
→ -9.0%	-7.1%	-5.5%	16.9%	-13.1	-9.3%	-21.8	9.0	-14.0%

Continuation:
Screens in order – KB-3-1 tox	HT1080 IDH1KD tx	HT1080-NT tox	KB-V1 MDR tox	DRD3 antagonist	GLP1R ag	IL-1B inflam inh	D3 ag	SW480 rerep
> CN(C)C(=O)c1ccc(NC(=O)COC(=O)c2cc3c(s2)CCCCC3)cc1
→ -3.2%	-0.4%	1.1%	13.8%	0.6	0.8%	22.8	7.7	0.2%
> COc1ccc(-c2nc(C#N)c(N3CCN(c4ccccc4)CC3)o2)cc1
→ 2.5%	-0.5%	1.5%	8.8%	10.7	0.8%	-2.8	5.9	-3.0%
> O=C(CSc1nnc(-c2ccc(S(=O)(=O)N3CCCC3)cc2)o1)NCC1CCCO1 (stereo not drawn)
→ -0.4%	13.4%	14.6%	11.5%	-6.2	2.5%	-3.1	-4.4	3.6%
> O=c1[nH]cnc2c1C(c1ccc(Cl)cc1)c1c(nc[nH]c1=O)O2
→ 9.4%	12.0%	15.6%	0.6%	-5.5	-1.3%	0.2	1.1	-2.1%
> O=C1CS/C(=N/N=C/c2ccccc2)N1Cc1ccco1
→ -3.7%	-12.1%	-4.8%	?	18.0	5.6%	-20.3	0.9	-6.0%
> CC(C)[C@H](NC(=O)N1c2ccccc2NC(=O)[C@@H]1C(C)C)C(=O)N[C@@H](Cc1ccccc1)C(=O)O
→ 0.0%	-1.9%	-1.7%	0.0%	24.5	-4.5%	16.2	0.0	?
> Cc1cccc(OCc2nnc(SCC(=O)N3c4ccccc4CCc4ccccc43)o2)c1
→ -28.7%	-13.5%	-7.6%	?	-15.5	11.9%	?	4.5	-1.8%
> CN(C)c1cc(-c2cccc(C(F)(F)F)c2)oc(=O)c1Cl
→ -16.5%	-4.5%	-6.7%	7.9%	-21.3	11.2%	-12.2	-19.9	-0.4%
> CC(C)CNS(=O)(=O)c1cc(C(=O)OCC(=O)c2ccc3c(c2)OCCO3)c(Cl)cc1Cl
→ -5.1%	-14.4%	-22.7%	-8.8%	5.9	1.5%	-239.7*	0.2	-2.4%
> N#Cc1cc2c(=O)n3ccccc3nc2n(CCCN2CCOCC2)c1=O
→ -6.9%	5.8%	7.1%	16.3%	16.6	-0.2%	-9.1	1.5	?

(cont.)
Screens in order – KB-3-1 tox	HT1080 IDH1KD tx	HT1080-NT tox	KB-V1 MDR tox	DRD3 antagonist	GLP1R ag	IL-1B inflam inh	D3 ag	SW480 rerep
> CCCCn1nnnc1C(c1cc2ccccc2o1)N1CCN(CC(=O)NC(C)C)CC1 (stereo not drawn)
→ 10.5%	1.0%	-0.7%	-13.0%	0.0	-0.7%	-7.2	-8.1	nt
> CN(C)CCCOC(=O)c1ccc(Cl)cc1Cl
→ -0.2%	-19.5%	14.6%	3.5%	?	-8.3%	0.2	-38.3	-2.2%
> CCOc1ccc(N2C(=O)C(C)CNC2=S)cc1 (stereo not drawn)
→ 0.2%	-1.3%	-2.9%	-3.4%	2.9	-6.0%	-7.9	1.7	-4.0%
> C(=N\Nc1nc2ccccc2s1)/c1ccc2c(c1)OCO2
→ 1.9%	?	-27.3%	2.3%	1.6	-1.5%	-18.8	-0.7	-4.4%
> CC1Nc2nc(NC(=O)C(C)(C)C)[nH]c(=O)c2N(C)C1C (stereo not drawn)
→ 2.0%	6.0%	3.3%	9.5%	0.8	6.2%	6.9	-3.6	1.1%
> O=C(NCC(=O)N1CCN(S(=O)(=O)c2cccs2)CC1)c1ccc(Cl)cc1
→ ?	-11.1%	-11.1%	-10.7%	5.7	6.8%	21.8	4.0	0.2%
